# From PubChem BioAssay
# SMN2 splice up – enhancers of SMN2 splice variant expression; HEK293 SMN2-luciferase splicing reporter, luminescence, 30-36 h; Potency, µM (titrated, usually from 46.1 µM), inactives show at the highest dose activity change, positive = activation, usual class: activators; 2.8% of 210,000 active; note: % of control where 0% means no effect; nearly all actives have a fitted effect of over 55% in size
#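 HEK293 cells carry an SMN2 minigene-luciferase reporter in which exon 7 inclusion puts luciferase in frame. Cells were seeded at 2000 cells/well, attached for 10-12 hours, then exposed to compounds for 30-36 hours at 37C before ONE-Glo luminescence.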
# Tau fluor cs – counter-screen for tau fibril formation inhibitors | AID 1463 | 0.93% of 280,000 active | tau K18 P301L Alexa594 fluorescence, heparin fibrillization | Potency, µM (titrated, usually from 57.7 µM), inactives show at the highest dose activity change, negative = decrease; note: % is set by controls: 0 for no effect and ±100 for the full control effect; nearly all actives have a fitted effect of over 55% in size
#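 Human K18 P301L tau (15 uM unlabeled plus 0.24 uM Alexa 594-labeled, final) in 100 mM sodium acetate pH 7 was mixed with compound and 20 uM heparin and incubated 6 hr at 37 C.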
# Tau fibril FP – inhibitors of human tau fibril formation; P10636; K18 P301L tau heparin fibrillization, Alexa594 FP, 6 h; Potency, µM (doses to about 57.7 µM), for inactives: at the top dose activity, negative = inhibition, hits mostly inhibitors; 0.39% of 280,000 active; AID 1468; note: % is set by controls: 0 for no effect and ±100 for the full control effect; nearly all actives have a fitted effect of over 55% in size
# Target sequence (P10636 561-689 P618L limits assumed): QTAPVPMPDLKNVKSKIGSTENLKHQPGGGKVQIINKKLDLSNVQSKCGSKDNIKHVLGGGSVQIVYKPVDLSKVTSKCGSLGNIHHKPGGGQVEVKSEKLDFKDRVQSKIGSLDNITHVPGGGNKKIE
#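 FP of Alexa 594-tau after heparin (20 uM) induction. Substrate: human K18 P301L, 15 uM unlabeled, 0.24 uM labeled. Buffer 100 mM sodium acetate pH 7. 6 hr, 37 C.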
# Tau fibril ThT – blocks human tau fibril formation measured by thioflavin T | P10636 | recombinant tau K18 P301L (four-repeat tau fragment), heparin-induced fibrillization, ThT fluorescence | Potency, µM (titrated, usually from 57.4 µM), inactives show top-dose activity, negative = inhibition, actives largely listed as inhibitors | 2.1% of 270,000 active; note: % is set by controls: 0 for no effect and ±100 for the full control effect; nearly all actives have a fitted effect of over 55% in size
#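 Heparin-induced fibrillization of the P301L-mutant K18 repeat-domain fragment of human tau was followed by ThT binding in quantitative high-throughput format.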
# ALDH1A1 block – inhibitors of human aldehyde dehydrogenase 1A1. P00352. Purified ALDH1A1, NADH fluorescence, propionaldehyde substrate. Potency, µM (titrated, usually from 75.3 µM), inactives show at the highest dose activity, negative = inhibition, usual class: inhibitors. 7.3% of 220,000 active. AID 1030; active = well fitted inhibition curve with a large enough effect, not every such curve was filed as active; inconclusive = small, poorly fitted or top-dose-only effect, or another doubt; inactive = no such curve, though single readings can be large or run the other way;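 note: plate controls were no enzyme wells and a reference inhibitor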
# Target sequence (P00352 whole entry, looked up): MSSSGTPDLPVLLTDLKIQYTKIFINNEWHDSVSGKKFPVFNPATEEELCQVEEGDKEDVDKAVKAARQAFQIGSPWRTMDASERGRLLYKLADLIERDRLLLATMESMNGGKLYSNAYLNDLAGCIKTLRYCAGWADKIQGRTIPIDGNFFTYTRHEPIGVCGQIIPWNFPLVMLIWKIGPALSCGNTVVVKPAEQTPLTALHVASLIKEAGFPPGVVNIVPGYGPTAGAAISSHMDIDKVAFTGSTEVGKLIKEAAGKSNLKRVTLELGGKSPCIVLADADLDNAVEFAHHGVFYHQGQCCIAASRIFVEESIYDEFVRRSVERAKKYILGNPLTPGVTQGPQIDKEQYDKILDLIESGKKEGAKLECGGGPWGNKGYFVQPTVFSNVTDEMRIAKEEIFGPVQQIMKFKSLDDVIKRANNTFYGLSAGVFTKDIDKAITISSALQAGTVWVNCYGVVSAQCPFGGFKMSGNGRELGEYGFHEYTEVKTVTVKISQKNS
# HttQ103 aggreg – inhibitors of mutant huntingtin aggregate formation in PC12 cells. PC12 HttQ103-GFP aggregates, Acumen cytometry, 40 h. Potency, µM (series often up to 46.1 µM), for the others: at the highest dose activity change, negative = inhibition, hits mostly inhibitors. 1.1% of 220,000 active; note: % is set by controls: 0 for no effect and ±100 for the full control effect; nearly all actives have a fitted effect of over 60% in size
#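 Multiplexed with ATP-based cell death, this channel scores GFP aggregates in PC12 cells expressing inducible HTTex1-Q103-GFP. Induction used 100 nM tebufenozide; compounds were tested in concentration series.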
# KDM4E inh – inhibitors of human JMJD2E histone demethylase | B2RXH2 | JMJD2E catalytic domain, FDH-coupled NADH fluorescence (FDH is formaldehyde dehydrogenase) | Potency, µM (doses to about 57.1 µM), without a hit: at the highest dose activity change, negative = inhibition, hits mostly inhibitors | 1.6% of 230,000 active; active = well fitted inhibition curve with a large enough effect, not every such curve was filed as active; inconclusive = small, poorly fitted or top-dose-only effect, or another doubt; inactive = no such curve, though single readings can be large or run the other way;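 note: 0% = wells with enzyme and -100% = buffer wells without enzyme; nearly all actives have a fitted effect of over 50% in size; many of its hits are not listed in these tables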
# Target sequence (B2RXH2 1-337 limits assumed): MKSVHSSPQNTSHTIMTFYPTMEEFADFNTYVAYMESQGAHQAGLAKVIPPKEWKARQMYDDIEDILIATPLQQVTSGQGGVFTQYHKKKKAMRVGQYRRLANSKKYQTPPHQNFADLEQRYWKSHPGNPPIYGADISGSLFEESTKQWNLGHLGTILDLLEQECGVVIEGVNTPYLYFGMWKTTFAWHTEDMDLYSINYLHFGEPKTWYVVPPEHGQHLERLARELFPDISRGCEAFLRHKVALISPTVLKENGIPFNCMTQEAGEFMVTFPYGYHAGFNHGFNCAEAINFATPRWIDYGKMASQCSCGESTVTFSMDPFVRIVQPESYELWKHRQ
# HTT ATP protect – protects HTT-Q103 PC12 cells, measured by ATP; PC12 HTT-Q103 induced, cytoprotection, ATP luminescence, 40 h; 0.14% of 230,000 active; AID 1471; Potency, µM (highest dose often 56.4 µM), inactives show cytoprotection (ATP increase), hits mostly activators;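 note: % of control where 0% means no effect; nearly all actives have a fitted effect of over 45% in size; toxic huntingtin expression switched on by the ecdysone agonist tebufenozide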
#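 Readout: ATPlite luminescence (ATP level). Model: stable PC12, inducible Htt exon1 Q103-GFP. Inducer: tebufenozide, 100 nM final. Compounds: dose series. No G418 in medium.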
# * marks the source's active call; other numbers are inactive results; ? = inconclusive; nt = not tested or not shown; & = joins results of further samples; [ ] = dose if it differs, or a comment. Unless noted, calls come from the whole dose curve; as a rule, active = well fitted curve in the direction sought with a large enough effect; inconclusive = small, poorly fitted or top-dose-only effect, or another doubt; inactive = no such curve, though single readings can be large; an effect the other way counts as inactive or inconclusive. Potency is the fitted concentration of half-maximal effect. A portion of the library; rates above refer to the full screens.
Structure	ALDH1A1 block	SMN2 splice up	Tau fibril FP	Tau fibril ThT	Tau fluor cs	KDM4E inh	HTT ATP protect	HttQ103 aggreg
Nc1cc(N2CCNCC2)ccc1[N+](=O)[O-]	1%	5%	7%	?	2%	-3%	17%[10 µM]	3%
COc1ccc2c3c1O[C@H]1C(=O)CC[C@@]4(O)C(C2)N(CC2CC2)CCC314 (some centres not stated)	?	-14%&-6%	-1%&-6%	-9%&10%	-13%&-3%	-2%	-9%	nt
Cc1ccsc1C(=O)C1CCCN(Cc2cnc(N(C)C)s2)C1 (configuration not stated)	3%	-14%	7%	-11%	-4%	-4%	7%[10 µM]	10%[9.22 µM]
CC(C)C(=O)N1C2CCC1CC(O)(c1ccc(F)cc1)C2 (configuration not stated)	16%	-32%	1%	3%	2%	1%	1%	-2%
CCOC(=O)CNC(=O)CSP(=S)(OCC)OCC	?	-1%	3%	-7%	-5%	0%	-1%	5%[9.22 µM]
CN1CCCCC1c1ccc(-c2cccnc2)nc1 (configuration not stated)	4%	10%&-5%	4%&-8%&0%	-4%&-5%&-1%	2%&-5%&3%	?	0%	-8%[9.22 µM]
Nc1ccc2nonc2c1[N+](=O)[O-]	-3%	-6%	3%	-11%	-3%	6%	-9%	-15%
COc1cc(C=C(C#N)C#N)cc(O)c1O	32µM*	?	0%	?	-24%	11µM*	11%[1.9 µM]	nt
COc1cc2[nH]c(=O)n(Cc3ccc(C(=O)N4CCN(c5ccc(Cl)cc5)CC4)cc3)c(=O)c2cc1OC	nt	-2%	?	-11%	?	nt	nt	nt
CCCOC(=O)COc1cc(C)cc2oc(=O)c3c(c12)CCC3	?	-11%	?	-2%	0%	?	-7%[10 µM]	22%
Cc1cccc(N2C(=O)NC(=O)/C(=C\c3cnc(-c4ccccc4)nc3)C2=O)c1	11µM*	18%	4%	5%	2%	-6%	25%[10 µM]	2%
CCCCn1c(C)c(C(=O)OCC)c2c(CN3CCOCC3)c(O)ccc21	-10%	?	17%	?	-19%	-2%	-28%	7%
CCn1c(C(=O)N2CCC(C(=O)N3CCC4(CC3)OCCO4)CC2)cc2sccc21	?	-12%	2%	-17%	-6%	0%	-15%	3%
COc1ccc(NC2CC(=O)N(C(C)C)C2=O)cc1 (configuration not stated)	?	16µM*	0%	?	-13%	-1%	-10%[10 µM]	4%
O=C(CSc1oc(-c2ccccc2)nc1S(=O)(=O)c1ccc(Cl)cc1)Nc1ccc(F)cc1	nt	3%	?	2%	-25%	nt	nt	nt
CN(C)c1ccc(C(=O)N/N=C/C23CC[C@@H](O)CC2(O)CC[C@@H]2[C@@H]3CCC3(C)C(C4=CC(=O)OC4)CCC23O)cc1 (some centres not stated)	nt	nt	2%	nt	-5%	0%	5%[10 µM]	14%[9.22 µM]
N#CC(=Cc1ccc(O)c(O)c1)C(N)=S	0.79µM*	25%	?	?	-22%	8.9µM*	nt	nt
O=C(Cn1cc(C(=O)c2ccccc2F)c2ccccc21)NC1CC1	?	nt	-5%	-9%	-12%	11%	-8%[10 µM]	-6%[9.22 µM]
Cc1cccc(NC2=NCCCS2)c1	nt	nt	-7%	1%	0%	5%	19%[10 µM]	-8%[9.22 µM]
CC(=O)c1ccc(-c2ccccc2)cc1	6%	?	9%	?	-5%	-2%	-10%[10 µM]	-9%
COc1ccc(N2C(=O)CC(=O)NC2=O)cc1	-1%	4%	-9%	?	-6%	-2%	-5%[1.9 µM]	5%
CC(=NCC1CCCO1)c1c(O)n(-c2ccc(C)cc2)c(=O)[nH]c1=O (configuration not stated)	2%	-15%	-2%	-1%	1%	6%	3%	17%
Cc1cccc(CN2CCCC(C(=O)c3ccc(C(F)(F)F)cc3)C2)n1 (configuration not stated)	8%	-45%[inhibitor]	8%	3%	4%	-3%	36%[10 µM]	29%[9.22 µM]
O=C1/C(=C/c2cccnc2)SC(=NCc2ccccc2)N1Cc1ccccc1	0.56µM*	-12%	3%	?	-9%	-3%	-44%	?

# A draw from above in order of length of the SMILES, descending.
Structure	ALDH1A1 block	SMN2 splice up	Tau fibril FP	Tau fibril ThT	Tau fluor cs	KDM4E inh	HTT ATP protect	HttQ103 aggreg
O=C1/C(=C/c2cccnc2)SC(=NCc2ccccc2)N1Cc1ccccc1	0.56µM*	-12%	3%	?	-9%	-3%	-44%	?
O=C(Cn1cc(C(=O)c2ccccc2F)c2ccccc21)NC1CC1	?	nt	-5%	-9%	-12%	11%	-8%[10 µM]	-6%[9.22 µM]
N#CC(=Cc1ccc(O)c(O)c1)C(N)=S	0.79µM*	25%	?	?	-22%	8.9µM*	nt	nt

# Later entries.
Structure	ALDH1A1 block	SMN2 splice up	Tau fibril FP	Tau fibril ThT	Tau fluor cs	KDM4E inh	HTT ATP protect	HttQ103 aggreg
O=C(CCl)NCC1CCCO1 (configuration not stated)	-5%	15%	8%	2%	8%	-5%	-4%[10 µM]	26%
Cc1ccc(N2C(=O)NC(=O)/C(=C/c3cnn(-c4ccc(C)cc4)c3)C2=O)cc1	2.5µM*	?	-6%	?	-10%	-2%	nt	10%
COc1cc(/C=C2\C(=O)NC(=O)N(c3ccccc3)C2=O)cc(OC)c1OC	13µM*	33%	-13%	?	-22%	-15%	-5%	-9%
O=c1c2ccccc2nc(-c2ccco2)n1-c1ccc(Br)cn1	-11%	0%	-3%	-12%	1%	-1%	6%[10 µM]	-1%
S=C(c1ccc(Cl)cc1)N1CCOCC1	?	-6%	-6%	-5%	4%	-1%	-14%	-8%
O=C(Nc1ccc(F)cc1)c1c(O)c2c(n(Cc3ccccc3)c1=O)CCCC2	?	-33%[inhibitor]	-4%	-10%	-13%	1%	nt	15%
CCCCC/C(=N\O)c1c[nH]c2ccccc12	9%	23%	13%	?	-29%	1%	0%	12%
CC(=O)N1CCC2(CC1)CC(=O)c1cc(OCC(=O)N3CCC4(CC3)OCCO4)ccc1O2	?	-18%	2%	-10%	-13%	?	-41%[inhibitor]	-9%
CCC1CN(C)CCC1(OC(C)=O)c1ccccc1 (configuration not stated)	-14%	-5%	2%	1%	4%	7%	24%[10 µM]	13%
CC(=NCCO)c1c(O)n(C2CCCCC2)c(=O)[nH]c1=O	?	-1%	0%	-10%	0%	4%	-11%	6%
O=C(COC(=O)Cc1ccccc1)Nc1ccc(F)cc1	9%	-2%	0%	-6%	-8%	-4%	-4%	8%
O=S(=O)(c1ccc(Cl)cc1)N1CC1c1ccccc1 (configuration not stated)	?	-12%	2%	1%	-1%	13%	-1%[10 µM]	-7%
CCOC(=O)C1=C(c2ccccc2)OC(N)=C(C#N)C1C(C)C (configuration not stated)	?	-7%	-7%	-1%	-10%	1%	5%	15%
O=C(O)C1C2c3ccccc3C(c3ccccc32)C1C(=O)Nc1ccccc1 (configuration not stated)	3%	nt	-3%	-12%	-11%	13%	-15%[10 µM]	-9%[9.22 µM]
CCN1CCN(c2ccc(N)cc2C)CC1	-15%	-9%	-3%	?	-13%	-29%	-32%	25%
C=CCn1c(O)c(C(CC)=NCCN2CCN(C(=S)NC)CC2)c(=O)[nH]c1=O	nt	nt	-10%	-4%	-5%	-1%	12%[10 µM]	3%[9.22 µM]
CCOP(=O)(OCC)C(NC(=O)C(Cl)Cl)C(Cl)(Cl)Cl (configuration not stated)	5%	-2%	0%	0%	-1%	1%	-3%	-2%
O=C(CSc1nnnn1-c1ccccc1)Nc1ccc(N2CCOCC2)c(Cl)c1	2.2µM*	-24%	12%	-1%	-25%	-3%	-11%	7%
O=C(c1ccc(Cl)cc1)C1CCCN(Cc2cccc3ncccc23)C1 (configuration not stated)	?	nt	-7%	-13%	-5%	-3%	13%[10 µM]	10%[9.22 µM]
Cc1cccc(-n2c(-c3ccccc3)nc3ccccc3c2=O)n1	12%	nt	3%	-1%	-5%	10%	-1%[10 µM]	14%[9.22 µM]
O=C(c1ccc(C(F)(F)F)cc1)C1CCCN(Cc2ccc(CO)o2)C1 (configuration not stated)	2%	nt	-6%	1%	-3%	-1%	-9%	-12%
Cc1cccc(OP(N)(=O)Oc2cccc(C)c2)c1	nt	nt	-3%	-1%	-3%	0%	-9%[10 µM]	-23%[9.22 µM]
N#CC(C#N)=C(N)c1cccnc1	5%	-1%	-1%	5%	7%	-7%	1%	12%[9.22 µM]
COc1ccc2nc(NC(=O)CCc3nc(C4=CCN(C)CC4)no3)sc2c1	4%	-6%	7%	?	-6%	-8%	4%[10 µM]	-28%
CCCn1nc2ccccc2c1P(=O)(N1CCOCC1)N1CCOCC1	4%	-3%	-1%	-6%	-7%	-5%	-20%[10 µM]	12%
Cc1cccc(OP(=O)(Nc2ccc(F)cc2)Oc2cccc(C)c2)c1	-1%	-1%	0%	-4%	-16%	-6%	-32%[inhibitor]	-7%
O=C(NCC(c1cccnc1)N1CCOCC1)Oc1ccccc1 (configuration not stated)	?	14µM*	4%	?	-4%	-28%	-2%[10 µM]	2%
Cn1c(O)c(/C=N/N2CCOCC2)c(=O)n(-c2ccccc2)c1=S	-8%	nt	-7%	-5%	-7%	-8%	5%[10 µM]	-9%[9.22 µM]
CCOC(=O)C1=C(N)OC(C)=C(C(=O)OCCOC)C12C(=O)Nc1ccccc12 (configuration not stated)	9%	4%	-13%	?	-14%	2%	2%[10 µM]	-8%
COc1ccc(N2C(=O)CC(N3CCC(n4c(=O)[nH]c5ccccc54)CC3)C2=O)cc1 (configuration not stated)	?	-5%	1%	-10%	-7%	2%	8%[10 µM]	7%
Cn1c(O)c(/C=C2\N=c3ccccc3=C2CCNC(=S)NC2CC2)c(=O)n(C)c1=O	nt	nt	?	11µM*	-19%	?	20%[10 µM]	23%[9.22 µM]
Cc1nc2cc(C(=O)N3CCC4(CC3)OCCO4)ccc2n1-c1ccc(Br)cc1	?	5%	2%	-14%	-6%	1%	-1%	10%
COc1cc(-c2nc3ccc(Cl)cn3c2Nc2ccc3c(c2)OCCO3)ccc1O	nt	6%	13%	?	10µM*[quencher]	nt	nt	nt
O=C(Nc1nc(-c2ccccc2)c(-c2ccccc2)s1)c1ccc(S(=O)(=O)N(CCCl)CCCl)cc1	-14%	-26%	?	4%	-3%	?	8%[10 µM]	-17%
